# Screening results deposited in PubChem by several laboratories.
# human PMI inhibitors – MPI inhibition at elevated mannose 6-phosphate – biochemical, fluorescence intensity, high mannose 6-phosphate, primary screen (AID 1220); recombinant PMI enzyme, coupled fluorescence intensity; higher % means a stronger effect; one-dose inhibition, % at 20 µM; IC50 in µM for titrated hits; hit rate 0.66% among 190,000
# human PMI inhibition – MPI enzyme activity inhibition – biochemical, fluorescence intensity, coupled assay, primary screen (AID 1209); inhibition, % at 20 µM; hits with a dose series show IC50 in µM; hit rate 0.42% among 190,000; purified PMI enzyme, coupled fluorescence intensity; higher % means a stronger effect;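 also: plate controls were DMSO vehicle for no effect and wells lacking substrate for full effect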
# Myeloid diff 2 – promotes myeloid progenitor differentiation; ER-HoxA9 myeloid progenitors, lysozyme-GFP differentiation, flow cytometry; hit rate 1% among 360,000; calls only at 10 µM;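 active = normalized GFP-positive differentiation at or above the plate's own cutoff, the solvent-only control mean plus 3 SD; inconclusive = no clear call, values can overlap the other calls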;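 also: cells exposed to compound for four days before flow analysis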
# RSV antiviral HEp-2 – inhibition of RSV-induced cytopathic effect – HEp-2 cells, primary 10 µM value included (AID 2391); one-dose CPE inhibition, % at 10 µM; IC50 in µM for titrated hits; hit rate 0.13% among 310,000; HEp-2 cells, RSV-induced CPE inhibition; higher % means a stronger effect; in the data active = a potency from the dose series; inconclusive = CPE inhibition mostly from about 23% at the one dose, without a potency; inactive = the rest, 99 in 100 with CPE inhibition below about 21%; also: strong numbers were not always called active
# PhoP inhibition – inhibitors of PhoP regulon expression, primary screen, Salmonella Typhimurium, GFP reporter (AID 1863); S. Typhimurium PhoP-regulated promoter GFP reporter, 4 h; higher % means a stronger effect; inhibition, % at 50 µM; hits with a dose series show IC50 in µM; hit rate 0.16% among 300,000;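 active = inhibition over 29.93%, a cutoff 3 SD above the screen mean, later confirmed by dose response; inconclusive = inhibition over 29.93% but no dose response follow-up; inactive = inhibition at most 29.93% or unconfirmed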;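 also: 0% = low Mg2+ inducing control and 100% = high Mg2+ repressing control; strong numbers were not always called active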
# WT yeast gro inh – growth inhibition of WT yeast, mitochondrial fusion screen; inhibition, % at 10 µM; hit rate 2.1% among 190,000; AID 1362; mitochondrial fusion phenotypic screen, WT strain; in the data active = inhibition above about 58%; tested in S. cerevisiae
# Siah-1 displacement – blockers of Siah-1 interaction with plectin peptide – biochemical, fluorescence polarization, rhodamine-plectin, uHTS, primary screen (AID 1817). hit rate 0.02% among 290,000. Siah-1 / rhodamine-plectin peptide fluorescence polarization; higher % means a stronger effect. displacement, % at 20 µM; hits with a dose series show IC50 in µM;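 active = displacement of at least 50% at 20 µM, with a fluorescence ratio check between 0.3 and a set limit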;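 also: plate controls were Siah plus tracer with DMSO for no effect and tracer alone without Siah for full effect; strong numbers were not always called active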
# XIAP antagonists – small molecules displacing peptide from XIAP – biochemical, IAP family, fluorescence polarization (AID 1018); XIAP BIR domain, fluorescence polarization peptide displacement; higher % means a stronger effect; displacement, % at 20 µM; hits with a dose series show IC50 in µM; hit rate 0.007% among 200,000; in the data active = displacement above about 50%; also: a part of the inactive calls stands beside numbers as strong as those of hits
# TNAP activators – human TNAP enzyme activators, primary screen, biochemical, luminescent, no phosphate acceptor, uHTS (AID 1001) | activation fold at 20 µM; hits with a dose series show EC50 in µM | purified TNAP, luminescent activation assay, no phosphate acceptor; higher activation fold means a stronger effect | hit rate 0.03% among 200,000; in the data active = activation fold from about 3, or a potency from the dose series; inactive = the rest, 99 in 100 with activation fold below about 1.6; also: many of its hits are not listed in these tables
# WT yeast gro inh mutant strain – second read-out of WT yeast gro inh, no call of its own (marks repeat the call); inhibition, %; mitochondrial fusion phenotypic screen, mutant strain inhibition
# Myeloid diff 2 GFP+ MAC1+ % – recorded beside Myeloid diff 2, whose call it bears; GFP+ MAC1+ double positive, %; measured here: differentiation confirmed by MAC1 staining
# Numbers without * were called inactive; i = inactive; ? = inconclusive; · = not tested or not shown; + = active, no number. Rule as the data show it, unless noted: active = inhibition above about 50%; inactive = the rest.
SMILES,human PMI inhibitors,human PMI inhibition,Myeloid diff 2,Myeloid diff 2 GFP+ MAC1+ %,RSV antiviral HEp-2,PhoP inhibition,WT yeast gro inh,WT yeast gro inh mutant strain,Siah-1 displacement,XIAP antagonists,TNAP activators
O=C(Nc1ncc(C(F)(F)F)cc1Cl)c1ccc(S(=O)(=O)N2CCOCC2)cc1,-3.0%,-4.3%,i,0.1,1.2%,3.0%,-12.1,11.5,5.6%,-3.5%,1.1
Cc1c(NC(=O)Nc2ccccc2)cccc1[N+](=O)[O-],-2.2%,-6.7%,i,1.6,0.7%,13.1%,-1.0,-10.6,0.6%,-1.4%,1.1
O=C(Nc1ccnn1C1CCN(CC(O)CO)CC1)C1CCCC1 (stereo unspecified),·,·,i,0.8,0.5%,-2.9%,·,·,6.6%,·,·
COc1ccccc1CNC(=O)COC(=O)CNS(=O)(=O)c1ccc(C)cc1,·,·,i,0.9,1.1%,-6.4%,·,·,-2.6%,·,·
O=C1C(=O)N(CNc2cccnc2)c2ccccc21,31.3%,18.5%,i,0.7,0.9%,-0.2%,2.4,2.9,-3.5%,-9.7%,1.1
CCCOP(=O)(OCCC)C1(Nc2ccc(C)cc2)CCCCC1,11.1%,-3.5%,i,1.3,-1.9%,0.5%,2.9,3.9,6.1%,-4.5%,1
COC(=O)C(CCSC)NC(=O)CNS(=O)(=O)c1ccc(Br)cc1 (stereo unspecified),-7.6%,-5.4%,i,0.8,0.5%,0.4%,-20.5,-11.0,-1.8%,-2.2%,1.1
COc1ccccc1-n1cc2c([N+](=O)[O-])cc([N+](=O)[O-])cc2n1,·,·,i,0.2,2.3%,1.0%,·,·,-2.3%,·,·
CC1CCN(CC(C)OC(=O)c2ccc3c(c2)OCCO3)CC1 (stereo unspecified),3.4%,-6.5%,i,3.6,0.5%,1.1%,3.7,-0.3,-0.1%,-4.0%,1.2
O=C(CCn1nnc2ccccc21)Nc1nnc(Cc2ccc(F)cc2)s1,16.5%,13.5%,i,0.8,3.2%,4.9%,-16.4,2.1,0.2%,-6.0%,1.1
C=CCN1C(=O)C(CC(=O)Nc2ccccc2)S/C1=N/c1nccs1 (stereo unspecified),·,·,i,0.2,1.4%,-7.4%,·,·,4.3%,·,·
O=C1CN(C(=O)CNCc2ccccc2Cl)c2ccccc2N1,·,·,i,0.6,-1.4%,12.1%,·,·,-2.1%,·,·
CCOc1ccc(S(=O)(=O)Nc2ccc3c(c2)OCO3)cc1,·,·,i,0.6,4.0%,3.6%,·,·,-4.2%,·,·
COCCNC(=O)CCCn1c(=O)c2ccccc2n(Cc2cccc([N+](=O)[O-])c2)c1=O,-7.1%,-2.2%,i,0.4,1.9%,-12.2%,5.5,6.4,-6.6%,-2.3%,1.1
CCOC(=O)C1CCN(C(=O)c2cc(OCC)c(OCC)c(OCC)c2)CC1,-2.8%,7.5%,i,0.8,-0.1%,4.3%,-19.7,-13.5,0.2%,-4.3%,1
COc1ccc(C(=O)NCC(=O)O)cc1,1.5%,8.6%,i,1.0,0.3%,-1.5%,13.6,6.0,1.7%,-7.6%,1.1
CCCNC(=O)c1cc(Cl)c(NC(=O)C2=C(C)OCCS2)cc1OC,·,·,i,0.6,4.7%,-0.2%,·,·,1.8%,·,·
CCN(CC)S(=O)(=O)c1cccc(C(=O)NCCCn2ccnc2)c1,·,·,i,0.6,-0.8%,-6.9%,·,·,13.1%,·,·
Cn1c(=O)[nH]c(=O)c2c1nc(Br)n2C/C=N/Nc1ccccc1,-200.2%,·,i,0.5,1.1%,-1.0%,38.1,16.9,-3.4%,-7.8%,1.1
O=C(NC1CCN(C(=S)Nc2ccc(F)cc2)CC1)C1CCCCC1,·,·,i,1.5,0.3%,-2.1%,·,·,-1.4%,·,·

# Overlap with the part before: 2 entries; new compounds follow.
SMILES,human PMI inhibitors,human PMI inhibition,Myeloid diff 2,Myeloid diff 2 GFP+ MAC1+ %,RSV antiviral HEp-2,PhoP inhibition,WT yeast gro inh,WT yeast gro inh mutant strain,Siah-1 displacement,XIAP antagonists,TNAP activators
Cn1c(=O)[nH]c(=O)c2c1nc(Br)n2C/C=N/Nc1ccccc1,-200.2%,·,i,0.5,1.1%,-1.0%,38.1,16.9,-3.4%,-7.8%,1.1
O=C(NC1CCN(C(=S)Nc2ccc(F)cc2)CC1)C1CCCCC1,·,·,i,1.5,0.3%,-2.1%,·,·,-1.4%,·,·
Cc1cccc(Nc2ccc(NCc3ccccc3)nn2)c1,10.5%,5.2%,i,0.5,3.4%,-6.4%,19.2,9.5,0.1%,-6.9%,1
CCc1ccc(NC(=O)CSc2nnc(-c3ccco3)o2)cc1,·,·,i,0.6,0.4%,0.4%,·,·,-4.4%,·,·
O=S(=O)(Nc1nc2ccccc2nc1Nc1cccc(S(=O)(=O)N2CCCCC2)c1)c1ccccc1,1.0%,0.6%,i,1.2,-0.2%,-10.6%,-10.1,2.7,1.1%,-2.3%,1
COc1ccc(/C=C/C2=NNC(=O)CC2)cc1,-17.7%,-18.6%,i,0.4,-4.7%,5.1%,-16.7,11.4,-3.1%,-6.6%,1
CC(=O)N1CCCc2cc(S(=O)(=O)N(C)Cc3ccccc3)ccc21,7.9%,8.4%,i,0.4,0.9%,10.0%,-14.5,-21.8,5.2%,0.5%,1.1
Cc1ccc(C)c(N2CCN(C(=O)c3cc(S(=O)(=O)N4CCOCC4)ccc3F)CC2)c1,10.4%,23.6%,i,1.0,7.0%,-12.1%,-8.3,-12.7,-0.3%,-10.1%,1.1
CC(C)C(C(=O)NC(C)(C)C)N(CCN1CCOCC1)C(=O)CNS(=O)(=O)c1ccccc1 (stereo unspecified),·,·,i,0.3,0.6%,7.2%,·,·,1.2%,·,·
CCCNC(=O)c1[nH]c(C)c(C(C)=O)c1C,-4.5%,1.5%,i,1.1,3.1%,0.1%,-27.3,16.4,-11.8%,-5.1%,1.1
CCCCN(N=Nc1nonc1OC)c1nonc1OC,13.2%,16.2%,i,0.8,1.2%,6.4%,0.5,-8.6,-0.6%,-5.0%,1
O=C(N[C@@H](Cc1ccccc1)C(=O)NCc1ccc(F)cc1)C1CCNCC1,·,·,i,0.2,-0.2%,-1.9%,·,·,10.3%,·,·
Cc1sc(NC(=O)C2C3CCC(O3)C2C(=O)O)nc1-c1ccc(CC(C)C)cc1 (stereo unspecified),7.7%,13.8%,i,0.5,13.0%,9.4%,75.5,85.8,0.3%,-5.9%,1.1
O=C(Nc1nnc(SCC(=O)N2CCCC2)s1)C1CC(=O)N(c2ccc(F)cc2)C1 (stereo unspecified),·,·,?,·,1.2%,0.1%,·,·,-6.0%,·,·
COc1cccc(/C(O)=C2/C(=O)C(=O)N(Cc3ccco3)C2c2ccncc2)c1 (stereo unspecified),-12.7%,-8.7%,i,0.8,0.4%,-2.4%,-14.1,-8.2,1.6%,-5.0%,1.1
COCC(C)n1c(COc2ccccc2F)nnc1SCc1c(C)noc1C (stereo unspecified),1.0%,7.7%,i,0.5,0.1%,4.3%,15.5,13.0,5.1%,-1.4%,1
CC(C)(C)c1ccc(CNC(=O)c2ccc3c(c2)NC(=O)CO3)cc1,12.4%,3.2%,+,4.0*,0.5%,5.2%,1.4,-11.6,-1.9%,-7.5%,1.1
COc1ccccc1Nc1nnc(SCc2nnc(-c3cc(OC)c(OC)c(OC)c3)o2)s1,10.4%,10.9%,i,0.5,3.1%,-1.8%,19.3,-10.7,6.4%,1.9%,1.1
S=C1NCCOCCOCCNC(=S)N2CCOCCOCCN1CCOCCOCC2,11.7%,-8.7%,i,0.1,1.6%,-0.6%,-8.5,2.7,25.0%,-6.6%,1.1
COc1ccc(-n2nc(C(=O)NCC(=O)NCCCN3CCN(C)CC3)c3ccccc3c2=O)cc1,·,·,i,0.7,0.0%,-1.8%,·,·,2.7%,·,·
COCC1CCN(Cc2cn(Cc3ccccc3)nc2-c2cc3ccccc3o2)CC1,-5.8%,0.9%,i,0.2,-2.5%,3.0%,4.8,-3.9,-6.5%,1.8%,1
COc1ccc(S(=O)(=O)N2CCCC2)cc1C(=O)N1CCCCC1,·,·,i,0.9,0.9%,-7.7%,·,·,3.8%,·,·
CN(CCc1ccccn1)C(=O)CCc1nnc(CCCc2ccccc2)o1,5.0%,7.8%,i,0.3,-0.4%,-7.1%,-18.6,-12.3,1.8%,-1.0%,1.1
CN=C1S/C(=C/c2cn(CC(=O)OC)c3ccccc23)C(=O)N1C,·,·,i,0.6,3.3%,1.1%,·,·,-1.7%,·,·
CCCC(=O)NC(=S)Nc1cccc(Cl)c1N1CCCCC1,6.2%,9.6%,i,1.1,14.3%,23.9%,60.1*,10.4*,-1.0%,-4.9%,1
CC(=O)c1c(C)[nH]c(C(=O)COC(=O)C2CC2)c1C,-4.6%,-1.4%,i,0.0,7.1%,7.4%,0.2,1.0,-2.1%,-6.6%,1
O=C1CC(C(=O)NC2CCCCC2)C(c2ccccc2)O1 (stereo unspecified),2.5%,11.8%,i,0.7,1.6%,9.2%,3.5,-27.7,-8.5%,-2.3%,1
O=c1c2ccccc2nc(SCc2ccccc2)n1Cc1ccco1,0.7%,6.1%,i,0.9,20.4%,-1.6%,49.4,33.5,-1.3%,-1.3%,1.2
Cc1cc(C)n(Cc2ccc(C(=O)Nc3ccc(Br)cc3C)o2)n1,6.7%,1.9%,i,0.7,0.6%,4.2%,13.7,-8.8,13.9%,-2.1%,1
CCC(C)(NC=O)C(=O)Nc1c(C)cccc1C (stereo unspecified),·,·,i,0.8,0.0%,-9.8%,·,·,2.2%,·,·

# One compound at a time, from the list above. Order of screens: human PMI inhibitors	human PMI inhibition	Myeloid diff 2	Myeloid diff 2 GFP+ MAC1+ %	RSV antiviral HEp-2	PhoP inhibition	WT yeast gro inh	WT yeast gro inh mutant strain	Siah-1 displacement	XIAP antagonists	TNAP activators
# `O=C1CC(C(=O)NC2CCCCC2)C(c2ccccc2)O1` (stereo unspecified) across the screens: 2.5%	11.8%	i	0.7	1.6%	9.2%	3.5	-27.7	-8.5%	-2.3%	1
# `CN=C1S/C(=C/c2cn(CC(=O)OC)c3ccccc23)C(=O)N1C` across the screens: ·	·	i	0.6	3.3%	1.1%	·	·	-1.7%	·	·
